# Assay outcomes: PubChem BioAssay, NCI
# rad50: NCI yeast anticancer drug screen, S. cerevisiae rad50 strain; AID 155; % growth inhibition at 50 µM; 79,000 compounds, 10% hits;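 note: 0% = growth of vehicle-only cultures of the same strain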
#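 Inhibition values express reduced yeast growth in compound-treated cultures relative to vehicle-treated controls.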
# yeast cln2 rad14: NCI yeast anticancer drug screen, S. cerevisiae cln2 rad14 strain; 78,000 compounds, 8.3% hits; AID 165; growth inhibition, % at 50 µM;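 note: 0% = growth of vehicle-only cultures of the same strain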
#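 cln2 rad14 yeast strain; compound exposure; growth inhibition read vs vehicle controls.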
# mec2-1: NCI yeast anticancer drug screen, S. cerevisiae mec2-1 strain; % growth inhibition at 50 µM; 79,000 compounds, 9% hits; AID 157;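 note: 0% = growth of vehicle-only cultures of the same strain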
#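 Each compound was tested on mec2-1 yeast, a strain altered in DNA damage repair or cell cycle control. Growth inhibition is reported relative to vehicle.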
# bub3: NCI yeast anticancer drug screen, S. cerevisiae bub3 mutant strain; growth inhibition, % at 50 µM; 78,000 compounds, 9.9% hits; AID 167;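 note: 0% = growth of vehicle-only cultures of the same strain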
#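 Readout: yeast growth inhibition, expressed relative to vehicle-only wells. The test organism is a mutant strain from a panel with lesions in DNA repair or checkpoint genes.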
# yeast sgs1 mgt1: NCI yeast anticancer drug screen, S. cerevisiae sgs1 mgt1 strain; 78,000 compounds, 10% hits; growth inhibition, % at 50 µM; AID 161;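 note: 0% = growth of vehicle-only cultures of the same strain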
#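 Percent growth inhibition was derived by comparing compound-exposed mutant yeast with vehicle-exposed cultures. The strain carries alterations in DNA damage repair.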
# yeast mlh1 rad18: NCI yeast anticancer drug screen, S. cerevisiae mlh1 rad18 strain. growth inhibition, % at 50 µM. 79,000 compounds, 11% hits. AID 175;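 note: 0% = growth of vehicle-only cultures of the same strain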
#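 Inhibition values reflect reduced growth of mutant yeast versus vehicle-treated controls following compound exposure; the mutations affect DNA damage repair.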
# An asterisk follows results filed as active; / = no result given; & = joins results of further samples. Cut-off read from the data, not from the text of the source: active = growth inhibition above about 70%; inactive = the rest.
SMILES,rad50,yeast cln2 rad14,mec2-1,bub3,yeast sgs1 mgt1,yeast mlh1 rad18
O=C1C=S=C2C=CC=CN12,12,8,16,5,18,15
CC(=O)[CH-]C(=O)c1ccccc1.CC(=O)[CH-]C(=O)c1ccccc1.CC[C@H](/C=C/C(C)[C@H]1CCC2[C@@H]3CC=C4C[C@@H]([O-])CC[C@]4(C)C3CC[C@@]21C)C(C)C.CC[O-].[Ti+4] (some centres not stated),8,-2,-5,5,-2,-12
CC(=O)N(C(C)=O)C1=C2c3ccccc3N(S(=O)(=O)c3ccccc3)C2n2c(=O)n(-c3ccccc3)c(=O)n2C1 (configuration not stated),70,64,47,59,76*,56
CCC(O)(c1ccccc1)c1ccccc1,2,4,4,-20,-6,-5
Cc1ccc2cc(N(C)C)ccc2[n+]1C,30,34,24,22,40,31
COc1ccc(OC(C)C(=O)O)cc1 (configuration not stated),13,-32,10,13,4,6
N#C/C(=C\c1cccs1)C(N)=S,7,-31,-19,-9,-6,2
CC1=C[P+](c2ccccc2)(c2ccccc2)c2ccccc2O1,58,35,58,72*,67,63
NC1CC2C3CCC2C1C3=O (configuration not stated),-7,18,-8,10,16,-39
O=C(O)c1nc(Cl)c(Cl)[nH]c1=O,-15,-66,-30,2,9,4
CCOC(=O)C(C)Sc1ncnc2nc[nH]c12 (configuration not stated),-13,21,4,18,-3,-1
CCOP(=O)(OCC)/C(=C\NC(=S)N=Nc1c(O)[nH]c2ccccc12)C(=O)OC,20,46,11,14,8,15
c1ccc2nn(C3CCCO3)nc2c1 (configuration not stated),1,-29,-16,3,-22,-44
COc1cc(C(=O)O)cc2c1OCC(=O)N2,2,-21,2,-2,-13,-5
Cc1ccc(S(=O)(=O)C2c3nc4ccccc4cc3-c3nc4ccccc4nc32)cc1 (configuration not stated),-11,-82,-13,8,-18,-15
O=C(N/N=C/c1ccccc1O)C1CCN(C(=S)NC2CC3C=CC2C3)CC1 (configuration not stated),49,31,8,60,59,42
CC(C)N(C(=S)S)C(C)C,10,-1,5,-26,17,-19
CC1=CCCCC1=O,-7,2,-4,-13,6,-4
CCCCCCCCCOCC(COP(=O)([O-])OCC[N+](C)(C)C)OC (configuration not stated),10,-22,13,-8,1,18
O=C1ON(Cc2ccccc2)C(c2ccccc2)N1c1ccccc1 (configuration not stated),1,-10,1,18,14,1
O=C(O)CCC(O)=C1S(=O)(=O)OCCOS1(=O)=O,36,48,4,16,-2,8
COC(=O)C1CC2C(=O)CCCCCCC2C1O (configuration not stated),2,-5,8,-8,-1,-4
Cn1c2cccc3nnc4cccc(c4c32)n1C,-37,4,-9,-7,-5,-12
CC(=O)C(C(=O)CCSCCO)C(SCCO)c1ccc(Cl)c(Cl)c1 (configuration not stated),59,40,79*,62,72*,74*
Clc1ccc(N=Cc2ccc(C=Nc3ccc(Cl)cc3Cl)cc2)c(Cl)c1,9,1,-22,-2,5,3
O=C(Cc1nc(-c2ccccc2)cc(=O)n1-c1ccccc1Cl)c1ccncc1,32,21,12,-1,-6,20
CCCCNCCCCCCCCCCCl,99*,65,97*,97*,99*,98*
O=C(O)CCC(NC(=O)c1ccc(Nc2cnc3ccc(C(F)(F)F)cc3n2)cc1)C(=O)O (configuration not stated),6,13,-11,14,20,-32
CC(C)[CH2][Ge]([Cl])([Cl])[Cl],98*,98*,99*,99*,99*,99*
N=C(N)c1cc(Cl)c(OCc2ccccc2)c(Cl)c1,10,-11,-13,4,1,13
Cc1ccc(N2C(N)=C(C#N)C(C#N)(C#N)C2c2ccccc2)cc1 (configuration not stated),31,24,38,65,55,90*
O=C(O)CCSC1(SCCC(=O)O)CCCCC1,-24,-3,-18,-9,-9,-24
Nc1nnc2nc(CC(=O)Cc3ccccc3)c(CC(=O)Cc3ccccc3)nn12,0,-18,-6,11,11,9
O=C1/C(=C/N2CCN(c3ccccc3)CC2)Cc2c(Cl)cccc21,77*,94*,98*,94*,64,98*
O=C(NN=c1c(=O)c2ccccc2c1=O)c1ccncc1,-10,-15,2,7,-6,17
Cc1cc(C)c(OCC(O)CO)c(C)c1 (configuration not stated),2,-10,-26,6,15,-9
O=[N+]([O-])c1cccc2c(-c3nccc4c([N+](=O)[O-])cccc34)nccc12,-17,-22,-1,-16,-19,-19
O=C1OC(CC(=O)c2ccccc2Cl)C(Cl)=C1Cl (configuration not stated),38,47,13,-1,59,66
CC(=O)[C@H]1CC[C@H]2[C@@H]3CC=C4N(CCO)C(=O)CC[C@]4(C)[C@H]3CC[C@]12C,-19,-28,-1,26,15,13
CC1CCOC(c2ccc(O)cc2)O1 (configuration not stated),-4,-29,-13,-14,-5,-4
COC1(C)Cc2c(c(C)c(O)c3c2C(=O)C=C(Cl)C3=O)O1 (configuration not stated),55,17,53,18,0,34
COc1ccc(OC(=O)Nc2ccccc2OC)cc1,17,-7,3,11,-16,5
CC(C)OC1(c2ccccc2)c2cccc3cccc(c23)C1(O)c1ccccc1 (configuration not stated),18,8,-4,3,23,7
Nc1ccc2ccccc2c1[N+](=O)[O-],26,18,10,15,38,39
CCc1nnc(CC)n1NCCCC(=O)O,26,18,24,25,21,16
CCCCCCCC1CC(OCC)OC(CCCCCCC)O1 (configuration not stated),-2,-8,-15,-2,-7,-18
CCOC(=O)C(C)Sc1n[nH]c(=O)[nH]c1=O (configuration not stated),6,-18,22,9,0,2
BrCc1ccc([Si](c2ccccc2)(c2ccccc2)c2ccc(CBr)cc2)cc1,48,78*,20,10,53,54
CSc1nc(=S)c2[nH]c(C)nc2[nH]1,93*,99*,100*,100*,99*,97*
NC(=O)N/N=C1\CCn2cccc21,-11,-2,1,1,-3,-5
O=C(O)CN1CCN(CC(=O)O)CC1,-2,-12,-2,0,-7,-2
O=C(Nc1cc(Cl)ccc1Cl)Nc1ccc(Cl)cc1C(=O)c1ccccc1,85*,88*,92*,79*,89*,88*
C(=C\c1nc2ncccn2n1)/c1ccccc1,16,-21,-3,5,7,-14
COc1cc2c(c(C3C(=O)N(C)c4ccc(Br)cc43)c1OC)OCO2 (configuration not stated),4,-4,13,-2,11,9
CS1(=O)=CC(=O)CC(c2ccccc2)C1 (configuration not stated),5,-26,3,-7,-5,7
Nc1ncnc2c1nc1n2C2OC(CO)C(O)C2O1 (configuration not stated),4,-14,6,2,1,3
CCOC(=O)C(=CNc1cccc(Cl)c1)C(=O)OCC,-3,-27,-11,32,-19,-20
CC(Cc1ccccc1)Nc1ncnc2c1ncn2C1OC(CO)CC1O (configuration not stated),8,2,2,2,13,-12
CN(C)N=Nc1cn(C)c(=O)[nH]c1=O,23,-5,-2,23,32,20
CC(=O)NCCOc1ccc([N+](=O)[O-])cc1,0,-37,3,-22,1,-9

# Just rad50 and mec2-1 (3 entries from above):
SMILES | rad50 | mec2-1
Clc1ccc(N=Cc2ccc(C=Nc3ccc(Cl)cc3Cl)cc2)c(Cl)c1 | 9 | -22
O=C(Cc1nc(-c2ccccc2)cc(=O)n1-c1ccccc1Cl)c1ccncc1 | 32 | 12
CCCCNCCCCCCCCCCCl | 99* | 97*

# Back to the main list, repeating the 6 entries before the break.
SMILES,rad50,yeast cln2 rad14,mec2-1,bub3,yeast sgs1 mgt1,yeast mlh1 rad18
CS1(=O)=CC(=O)CC(c2ccccc2)C1 (configuration not stated),5,-26,3,-7,-5,7
Nc1ncnc2c1nc1n2C2OC(CO)C(O)C2O1 (configuration not stated),4,-14,6,2,1,3
CCOC(=O)C(=CNc1cccc(Cl)c1)C(=O)OCC,-3,-27,-11,32,-19,-20
CC(Cc1ccccc1)Nc1ncnc2c1ncn2C1OC(CO)CC1O (configuration not stated),8,2,2,2,13,-12
CN(C)N=Nc1cn(C)c(=O)[nH]c1=O,23,-5,-2,23,32,20
CC(=O)NCCOc1ccc([N+](=O)[O-])cc1,0,-37,3,-22,1,-9
COc1ccc(C[N+](C)(C)N)cc1OC,-14,-10,-18,-40,-22,-34
O=c1[nH]c(=S)ccn1C1OC(CO)C(O)C1O (configuration not stated),5&14,-26&3,-2&16,-4&8,14&-9,-7&5
C=C(C)C(=O)OCCCCCCCCCCCC,-15,-30,-13,9,5,13
CCOC(=O)c1c2c(n(-c3ccccc3)c1C)C(=O)c1ccccc1C2=O,15,6,-11,13,4,15
CCOC(=O)C1=C(OC(OCC)C([Se]c2ccccc2)C(C)C)CCC1 (configuration not stated),66,42,34,59,65,51
O=S(=O)(c1ccc(Cl)cc1)S(=O)(=O)c1ccc(Cl)cc1,19,-18,8,4,9,10
COS(=O)(=O)Cc1ccccc1,-22,-19,-15,-12,-17,8
O=C(CN=C(CN(c1ccccc1)c1ccccc1)Oc1c([N+](=O)[O-])cc([N+](=O)[O-])cc1[N+](=O)[O-])N1CCNCC1,-5,-2,7,-22,41,-1
O=C(O)/C=C/C(=O)Nc1ccccc1NC(=O)/C=C/C(=O)O,15,28,16,20,31,-2
Nc1c(Cl)ncnc1Cl,-14,-1,8,20,-16,-40
N#CC(C(=O)CCc1nc2ccccc2[nH]1)c1nc2ccccc2s1 (configuration not stated),7,-18,-4,4,-10,-1
c1ccc2c(c1)nc1n2C2CCC(C2)N1 (configuration not stated),4,22,10,6,19,16
CCCCC(CCc1ccccc1[N+](=O)[O-])(C(C)=O)C(=O)OCC (configuration not stated),61,-12,16,81*,34,59
O=C(NC1C(=O)NNC1c1cccc([N+](=O)[O-])c1)c1ccccc1 (configuration not stated),-38,-11,-26,12,3,1
CC1CCCN(c2ccc([N+](=O)[O-])cc2[N+](=O)[O-])C1 (configuration not stated),30,/,-10,/,/,5

# Compound profiles (already shown). Values in the order: rad50 | yeast cln2 rad14 | mec2-1 | bub3 | yeast sgs1 mgt1 | yeast mlh1 rad18
# O=C(NC1C(=O)NNC1c1cccc([N+](=O)[O-])c1)c1ccccc1 (configuration not stated) reads -38 | -11 | -26 | 12 | 3 | 1
# CCOC(=O)c1c2c(n(-c3ccccc3)c1C)C(=O)c1ccccc1C2=O reads 15 | 6 | -11 | 13 | 4 | 15
